Screening data as filed in PubChem.
TSG101-PTAP inh: qHTS Validation Assay for Inhibitors of HIV-1 Budding by Blocking the Interaction of PTAP/TSG101: Sytravon Library Screen; AID 1347069, 2019; Potency, µM (series often up to 115 µM), for the others: at the highest dose activity change, negative = inhibition, usual class: inhibitors; 44,000 tested, under 10 active; Tumor susceptibility gene 101 protein (Homo sapiens), Q99816; Fluorescence polarization, FITC-PTAP peptide/Tsg101, 20 min; note: potency is the fitted concentration of half-maximal effect; 0% is about no effect
Target sequence (Q99816 whole entry, looked up): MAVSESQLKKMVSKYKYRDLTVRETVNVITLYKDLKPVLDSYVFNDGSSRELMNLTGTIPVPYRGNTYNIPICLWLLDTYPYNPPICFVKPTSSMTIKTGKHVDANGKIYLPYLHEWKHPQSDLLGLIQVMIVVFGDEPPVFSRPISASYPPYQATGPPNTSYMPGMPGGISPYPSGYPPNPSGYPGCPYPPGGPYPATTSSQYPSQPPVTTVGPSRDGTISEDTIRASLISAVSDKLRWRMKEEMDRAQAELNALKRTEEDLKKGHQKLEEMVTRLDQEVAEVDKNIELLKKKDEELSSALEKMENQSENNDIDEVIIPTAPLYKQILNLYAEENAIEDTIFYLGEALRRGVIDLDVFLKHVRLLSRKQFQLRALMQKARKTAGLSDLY
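Read-out is FITC fluorescence polarization. Compounds were added to Tsg101 binding domain (10 uM final), then FITC-PTAP peptide (50 nM final), 20 min at r.t. Total S+P intensity flags fluorescent compounds.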
p53null 39C tox: qHTS Screen for Compounds that Selectively Target Cancer Cells with p53 Mutations: Cytotoxicity of p53 Null Cells at the Nonpermissive Temperature; H1299 p53-null (neo) cells, 39C, ATPlite viability, 24 h; Potency, µM (series often up to 46.1 µM), inactives show at the highest dose activity, negative = cell killing, actives largely listed as cytotoxic; 55,000 compounds, 0.97% hits; AID 904, 2007;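 note: potency is the fitted concentration of half-maximal effect; 0% = DMSO only and -100% = full killing by 100 µM tamoxifen; nearly all actives have a fitted effect of over 50% in size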
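Luminescent ATP signal reported cell survival after H1299 lines (neo, p53 null; or p53 A138V) received up to 46 uM compound and 24 hr incubation at 39C.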
p53null 32C tox: qHTS Screen for Compounds that Selectively Target Cancer Cells with p53 Mutations: Cytotoxicity of p53 Null Cells at the Permissive Temperature | H1299-neo p53 null cells, ATP luminescence, 24 h, 32C | Potency, µM (titrated, usually from 46.1 µM), for inactives: top-dose activity change, negative = cytotoxicity, actives largely listed as cytotoxic | 55,000 compounds, 0.62% hits | AID 903, 2007;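 note: potency is the fitted concentration of half-maximal effect; 0% = DMSO only and -100% = full killing by 100 µM tamoxifen; nearly all actives have a fitted effect of over 55% in size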
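Luminescent ATP readout gave cell viability of p53-null H1299-neo cells after a 24 h compound exposure at the permissive 32C. Titrations ran up to 46 uM, and AC50s were fitted with the standard Hill equation.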
B2AR arrestin ag: qHTS assay of beta-arrestin-biased ligands of beta2-adrenergic receptor: NCGC Sytravon Library Screen; HTLA Tango cells, beta-arrestin recruitment, luciferase luminescence, 18 h; Potency, µM (top dose mostly 46.1 µM), without a hit: at the highest dose activation, hits mostly activators; 44,000 tested, under 10 active; AID 1347077, 2019;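 note: potency is the fitted concentration of half-maximal effect; 0% = DMSO and full agonism = EC100 isoproterenol or metaproterenol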
Target sequence (P07550 whole entry, looked up): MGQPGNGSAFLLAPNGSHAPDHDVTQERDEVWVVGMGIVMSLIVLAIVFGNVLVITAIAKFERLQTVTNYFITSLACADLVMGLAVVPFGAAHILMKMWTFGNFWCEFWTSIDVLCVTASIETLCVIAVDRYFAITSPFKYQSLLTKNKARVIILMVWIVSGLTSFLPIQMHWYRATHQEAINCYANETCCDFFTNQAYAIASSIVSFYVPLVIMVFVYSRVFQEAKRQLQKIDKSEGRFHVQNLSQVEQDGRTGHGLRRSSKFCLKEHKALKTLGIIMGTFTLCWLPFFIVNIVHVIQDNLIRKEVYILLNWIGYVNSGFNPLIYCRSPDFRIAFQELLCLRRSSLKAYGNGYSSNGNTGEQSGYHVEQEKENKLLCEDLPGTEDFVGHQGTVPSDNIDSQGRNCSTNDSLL
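Receptor–beta-arrestin recruitment read by tTA-responsive luciferase: compound titrations (up to 46 µM) incubated 18 h with Tango cells, then luminescent substrate 15 min at room temperature. Concentration-response fits classified by r2, efficacy and activity.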
GALK inhibitor: qHTS Assay for Inhibitors of Human Galactokinase (GALK): NCGC Sytravon Library Screen; P51570; recombinant GALK, Kinase-Glo ATP luminescence, 1 h; Potency, µM (highest dose often 57.5 µM), for the others: top-dose activity, negative = inhibition, usual class: inhibitors; 44,000 tested, under 10 active; AID 1347072, 2019;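 note: plate controls were full GALK reaction for no effect and reaction lacking GALK for full effect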
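5 nM GALK; 35 uM ATP; 100 uM D-galactose; 20 mM HEPES pH 8.0, 5 mM MgCl2, 60 mM NaCl, 1 mM DTT, 0.01% BSA; 1 h RT; Kinase-Glo Plus luminescence.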
FH mod: Identification of activators of human fumarate hydratase by quantitative high-throughput screening; Fumarate hydratase, mitochondrial (Homo sapiens), P07954; FH coupled MDH/diaphorase resazurin fluorescence, 15 min; Potency, µM (titrated, usually from 79.9 µM), inactives show at the top dose activity change, negative = inhibition, hits mostly inhibitors; 54,000 compounds, 0.22% hits; AID 1347055, 2019; note: potency is the fitted concentration of half-maximal effect; % is set by controls: 0 for no effect and ±100 for the full control effect; the screen sought activators but most active calls are inhibition curves; nearly all actives have a fitted effect of over 45% in size
NTMT1 inh: Primary qHTS for Inhibitors of N-terminal methyltransferase 1 (NTMT1): MTaseGlo Assay. N-terminal Xaa-Pro-Lys N-methyltransferase 1 (Homo sapiens), Q9BV86. NTMT1 MTase-Glo SAH luminescence, purified enzyme. Potency, µM (titrated, usually from 114 µM), for inactives: at the highest dose activity change, negative = inhibition, actives largely listed as inhibitors. 59,000 compounds, 2.5% hits. AID 1645870, 2021;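 note: potency is the fitted concentration of half-maximal effect; plate controls were DMSO vehicle for no effect and no enzyme for full effect; nearly all actives have a fitted effect of over 65% in size; many of its hits are not listed in these tables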
Target sequence (Q9BV86 whole entry, looked up): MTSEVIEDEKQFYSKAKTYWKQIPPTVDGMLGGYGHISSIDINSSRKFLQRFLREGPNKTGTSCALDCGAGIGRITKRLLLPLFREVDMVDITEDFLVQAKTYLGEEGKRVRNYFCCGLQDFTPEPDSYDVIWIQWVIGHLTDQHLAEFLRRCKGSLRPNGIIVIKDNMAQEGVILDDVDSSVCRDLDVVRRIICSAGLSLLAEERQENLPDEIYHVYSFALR
* = called active by the depositor; [ ] = dose if it differs, or a comment. Calls come from the whole dose curve; as a rule, active = well fitted curve in the direction sought with a large enough effect; inconclusive = small, poorly fitted or top-dose-only effect, or another doubt; inactive = no such curve, though single readings can be large; an effect the other way counts as inactive or inconclusive.

Start of the listing, in advance, 4 compounds:
For CCOC(=O)c1ccc(NC2=CC(c3ccc(F)cc3)N(c3ccc(C(=O)OCC)cc3)C2=O)cc1 (configuration not stated) the results were TSG101-PTAP inh -2%, p53null 39C tox 5%, p53null 32C tox -3%, B2AR arrestin ag 0%, GALK inhibitor 6%, FH mod 0% and NTMT1 inh 11%.
Screening CCOc1ccc(CNC(=O)c2cnc3sc(N(CC)CC)nn3c2=O)cc1OC returned TSG101-PTAP inh -3%, p53null 39C tox 12%, p53null 32C tox 0%, B2AR arrestin ag 4%, GALK inhibitor 3%, FH mod -3% and NTMT1 inh -3%.
CC(=O)c1ccc(NC(=O)C2CCCN(S(=O)(=O)c3cn(C)cn3)C2)cc1 (configuration not stated) was read as TSG101-PTAP inh -2%, p53null 39C tox inconclusive, p53null 32C tox 3%, B2AR arrestin ag -1%, GALK inhibitor -1%, FH mod 7% and NTMT1 inh -2%.
`CC(C)OCCCn1c(SCc2ccccc2C#N)nc2c(sc3ccccc32)c1=O` gave TSG101-PTAP inh -7%, p53null 39C tox -2%, p53null 32C tox 4%, B2AR arrestin ag -3%, GALK inhibitor -1%, FH mod 0% and NTMT1 inh 8%.

Results, from the start:
For CCOC(=O)c1ccc(NC2=CC(c3ccc(F)cc3)N(c3ccc(C(=O)OCC)cc3)C2=O)cc1 (configuration not stated) the results were TSG101-PTAP inh -2%, p53null 39C tox 5%, p53null 32C tox -3%, B2AR arrestin ag 0%, GALK inhibitor 6%, FH mod 0% and NTMT1 inh 11%.
Screening CCOc1ccc(CNC(=O)c2cnc3sc(N(CC)CC)nn3c2=O)cc1OC returned TSG101-PTAP inh -3%, p53null 39C tox 12%, p53null 32C tox 0%, B2AR arrestin ag 4%, GALK inhibitor 3%, FH mod -3% and NTMT1 inh -3%.
CC(=O)c1ccc(NC(=O)C2CCCN(S(=O)(=O)c3cn(C)cn3)C2)cc1 (configuration not stated) was read as TSG101-PTAP inh -2%, p53null 39C tox inconclusive, p53null 32C tox 3%, B2AR arrestin ag -1%, GALK inhibitor -1%, FH mod 7% and NTMT1 inh -2%.
`CC(C)OCCCn1c(SCc2ccccc2C#N)nc2c(sc3ccccc32)c1=O` gave TSG101-PTAP inh -7%, p53null 39C tox -2%, p53null 32C tox 4%, B2AR arrestin ag -3%, GALK inhibitor -1%, FH mod 0% and NTMT1 inh 8%.
CN(C)c1ccc(C2C=C(c3ccccc3)Nc3nnnn32)cc1 (configuration not stated) was read as TSG101-PTAP inh 1%, p53null 39C tox 7.9µM*, p53null 32C tox inconclusive, B2AR arrestin ag 1%, GALK inhibitor -2%, FH mod -4% and NTMT1 inh -5%.
For COc1cc(OC)c(NC(=O)N2CCCn3nc(C)cc32)cc1Cl the results were TSG101-PTAP inh -2%, p53null 39C tox -27%, p53null 32C tox 4%, B2AR arrestin ag 1%, GALK inhibitor -5%, FH mod 3% and NTMT1 inh -22%.
`COc1cc2c(C(=O)N(C)c3cccc(C(F)(F)F)c3)cn(CC(C)C)c(=O)c2cc1OC` gave TSG101-PTAP inh -5%, p53null 39C tox -13%, p53null 32C tox 13%, B2AR arrestin ag 0%, GALK inhibitor 6%, FH mod -2% and NTMT1 inh -9%.
`O=C(CCCn1c(=O)c2sccc2n(Cc2cccc(Cl)c2)c1=O)NCc1ccc2c(c1)OCO2` gave TSG101-PTAP inh -5%, p53null 39C tox -7%, p53null 32C tox 19%, B2AR arrestin ag 1%, GALK inhibitor 6%, FH mod -24% and NTMT1 inh -19%.
`COc1ccc(-c2nn3c(=O)cc(CN4CCN(C(=O)c5ccc(OC)c(OC)c5)CC4)nc3s2)cc1` gave TSG101-PTAP inh -5%, p53null 39C tox -11%, p53null 32C tox -10%, B2AR arrestin ag 2%, GALK inhibitor 1%, FH mod inconclusive and NTMT1 inh -9%.
Screening CC(=O)c1ccc(NC(=O)Cn2ncc3c(C)n(Cc4ccc(F)cc4)c(C)c3c2=O)cc1 returned TSG101-PTAP inh -5%, p53null 39C tox -2%, p53null 32C tox -3%, B2AR arrestin ag -3%, GALK inhibitor -12%, FH mod 2% and NTMT1 inh -7%.
Screening CCOc1ccccc1NC(=O)c1cc(S(=O)(=O)N2CCOCC2)cn1C returned TSG101-PTAP inh -4%, p53null 39C tox -12%, p53null 32C tox -2%, B2AR arrestin ag 0%, GALK inhibitor -3%, FH mod 3% and NTMT1 inh inconclusive.
Screening Cc1cccc(NC(=O)Nc2nnc(N(C)Cc3ccccc3)s2)c1 returned TSG101-PTAP inh -9%, p53null 39C tox 20%, p53null 32C tox 2%, B2AR arrestin ag -3%, GALK inhibitor 0%, FH mod -5% and NTMT1 inh -18%.
For Cc1ccc(Sc2c(C)nn(-c3ccccc3)c2OC(=O)C(C)(C)C)cc1 the results were TSG101-PTAP inh 0%, p53null 39C tox -1%, p53null 32C tox 9%, B2AR arrestin ag 1%, GALK inhibitor -6%, FH mod -9% and NTMT1 inh 4%.
CCc1ccc2nc(N(CCN(CC)CC)C(=O)c3cccs3)sc2c1 was read as TSG101-PTAP inh 2%, p53null 39C tox -7%, p53null 32C tox -10%, B2AR arrestin ag 0%, GALK inhibitor 4%, FH mod -8% and NTMT1 inh -1%.
CN(C)S(=O)(=O)c1ccc(C(=O)NCCSc2c(-c3ccc(Br)cc3)[nH]c3ccccc23)cc1 was read as TSG101-PTAP inh -2%, p53null 39C tox -25%, p53null 32C tox 4%, B2AR arrestin ag 1%, GALK inhibitor 6%, FH mod -17% and NTMT1 inh 11%.
Cc1ccc(N2CC(C)Cn3c2nc2c3c(=O)n(Cc3cccc(Cl)c3)c(=O)n2C)cc1 (configuration not stated) was read as TSG101-PTAP inh -1%, p53null 39C tox 21%, p53null 32C tox -5%, B2AR arrestin ag -3%, GALK inhibitor 3%, FH mod -5% and NTMT1 inh -1%.
COc1cccc2c1cc1c(=O)n(CC(=O)NCCCN3CCN(C)CC3)nc(C)n12 was read as TSG101-PTAP inh -3%, p53null 39C tox -9%, p53null 32C tox -4%, B2AR arrestin ag -2%, GALK inhibitor 8%, FH mod -12% and NTMT1 inh 5%.
For CCc1ccccc1N1CC(c2nc3ccccc3n2Cc2cccc(C)c2)CC1=O (configuration not stated) the results were TSG101-PTAP inh -5%, p53null 39C tox 2%, p53null 32C tox 30%[activator], B2AR arrestin ag -1%, GALK inhibitor -1%, FH mod -16% and NTMT1 inh 4%.
COCCCNc1nc2c(-c3cccc(Br)c3)nnn2c2ccccc12 was read as TSG101-PTAP inh -1%, p53null 39C tox -6%, p53null 32C tox -8%, B2AR arrestin ag -1%, GALK inhibitor -1%, FH mod -2% and NTMT1 inh -2%.
Screening CCC(Sc1nnc(-c2ccc(OC)cc2)c(-c2ccc(OC)cc2)n1)C(=O)Nc1cccc(OC)c1 (configuration not stated) returned TSG101-PTAP inh -2%, p53null 39C tox 20%, p53null 32C tox 2%, B2AR arrestin ag 1%, GALK inhibitor -1%, FH mod -17% and NTMT1 inh -2%.
COc1cc(Cl)c(C)cc1NC(=O)CN1c2ccccc2S(=O)(=O)c2ccccc21 was read as TSG101-PTAP inh 2%, p53null 39C tox 17%, p53null 32C tox 18%, B2AR arrestin ag -1%, GALK inhibitor 0%, FH mod -17% and NTMT1 inh -25%.
`COc1ccc(CNS(=O)(=O)c2ccc(-c3cnc(C4CC4)o3)cc2)cc1` gave TSG101-PTAP inh -2%, p53null 39C tox inconclusive, p53null 32C tox -6%, B2AR arrestin ag 0%, GALK inhibitor -3%, FH mod -33% and NTMT1 inh 8%.
O=C(NC1CC(=O)N(c2cccc(F)c2)C1)C(c1ccccc1)c1ccccc1 (configuration not stated) was read as TSG101-PTAP inh -4%, p53null 39C tox 7%, p53null 32C tox 3%, B2AR arrestin ag 1%, GALK inhibitor 0%, FH mod -7% and NTMT1 inh -1%.
CCOC(=O)N1CCc2c(sc3c2c(=O)n(Cc2ccccc2)c(=O)n3Cc2cccc(C)c2)C1 was read as TSG101-PTAP inh -6%, p53null 39C tox -5%, p53null 32C tox inconclusive, B2AR arrestin ag 1%, GALK inhibitor 7%, FH mod -15% and NTMT1 inh 6%.
CC(=O)Nc1cccc(C(=O)NCc2ccc3c(c2)CCN3C(=O)c2ccc(F)cc2)c1 was read as TSG101-PTAP inh -7%, p53null 39C tox 7%, p53null 32C tox -3%, B2AR arrestin ag -2%, GALK inhibitor -5%, FH mod -11% and NTMT1 inh -6%.
`CCCCN1C(=O)c2[nH]nc(-c3ccccc3O)c2C1c1ccc(C(C)(C)C)cc1` (configuration not stated) gave TSG101-PTAP inh 2%, p53null 39C tox inconclusive, p53null 32C tox 27%, B2AR arrestin ag 0%, GALK inhibitor 3%, FH mod -40% and NTMT1 inh 14%.
Cc1cccc(-n2c(=O)c3ccccc3n(Cc3ccccc3C#N)c2=O)c1 was read as TSG101-PTAP inh -3%, p53null 39C tox -9%, p53null 32C tox 3%, B2AR arrestin ag 1%, GALK inhibitor 3%, FH mod 1% and NTMT1 inh -3%.
O=C1CCc2cc(S(=O)(=O)NC(C(=O)Nc3cccc(F)c3)c3ccccc3)ccc2N1 (configuration not stated) was read as TSG101-PTAP inh 0%, p53null 39C tox -5%, p53null 32C tox 0%, B2AR arrestin ag -2%, GALK inhibitor 0%, FH mod -6% and NTMT1 inh 6%.
CCCc1cc(N2CCN(c3ccc(OC)cc3)CC2)n2cnnc2n1 was read as TSG101-PTAP inh 0%, p53null 39C tox -26%, p53null 32C tox -17%, B2AR arrestin ag 0%, GALK inhibitor 7%, FH mod -5% and NTMT1 inh -10%.
Screening Cc1cc(-c2ccc(S(=O)(=O)N3CCN(c4ccc(Cl)cc4)CC3)s2)on1 returned TSG101-PTAP inh 0%, p53null 39C tox -20%, p53null 32C tox -1%, B2AR arrestin ag -1%, GALK inhibitor 1%, FH mod -12% and NTMT1 inh 6%.

The list is partial. The share of hits here may be higher or lower than overall.
